Pf apPOL block = Pf-apPOL DNA polymerase inhibition | Recombinant Pf-apPOL, molecular beacon fluorescence, 1.5 h | inhibition, % at 10 µM | 0.25% of 210,000 active | AID 1794808
mHTT CaM bind = disrupts binding of mutant huntingtin to calmodulin; AlphaScreen His-mHTT/GST-CaM binding, luminescence; 3.6% of 190,000 active; inhibition, % at 15 µM; AID 1671202; P42858;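 further: 0% = both proteins with DMSO and 100% = one protein alone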
* hit, by the source's call; i = inactive; . = not tested or not shown; & = joins results of further samples. No stated cut-off is given here; in the data, active means inhibition above about 50%; inactive means the rest.

SMILES | Pf apPOL block | mHTT CaM bind
Cc1ccc2c(c1)C1CC(C)(O2)N(c2ccccc2C(F)(F)F)C(=O)N1 (configuration not stated) | -3 | -5
CCCc1nc(C2CC(=O)N(c3ccc(OC)cc3)C2)no1 (configuration not stated) | 1 | 0
COc1ccc(C2=CC(c3cc(Cl)ccc3OC(F)F)n3nnnc3N2)cc1 (configuration not stated) | -3 | 7
Cc1nnsc1-c1nc(-c2ccc(F)cc2)cs1 | -6 | .
O=C(CC1CCCCC1)N1CCN(c2cc(-c3cccnc3)[nH]n2)CC1 | -3 | 7
CC1C(=O)N(c2ccc3c(c2)OCO3)CCN1C(=O)c1ccccc1 (configuration not stated) | -1 | 5
COCCN1CCC(CNC(=O)Cc2cccc3ccccc23)CC1 | -2 | -9
CCOc1cccc2cc(C(N)=O)c(=Nc3ccccc3F)oc12 | -7 | 2
O=C(Nc1c(F)c(F)c(F)c(F)c1F)c1cccnc1 | 0 | -6
COCCN=C1Nc2ccccc2NC12CCCN(C(=O)COc1cccc(Cl)c1)C2 (configuration not stated) | -2 | 23
O=C(NCCc1cccs1)C1CCc2sc(C(=O)N3CCCCCC3)cc2C1 (configuration not stated) | 1 | 1
COc1ccc(OCc2nnc(NC(=O)Nc3ccccc3OC)s2)cc1 | -7 | 21
C=CCOc1ccc(C(O)=C2C(=O)C(=O)N(CCCn3ccnc3)C2c2ccccc2)cc1 (configuration not stated) | -4 | -15
CCCNc1cc(N2CCC(CCC(=O)Nc3cc(C)ccc3OC)CC2)ncn1 | -6 | 59*
O=C(Nc1cccnc1)c1ccc2nc(N3C(=O)c4ccccc4C3=O)sc2c1 | -11 | 2
COc1cc(C2C3=C(CCCC3=O)Nc3[nH]c(=O)[nH]c(=O)c32)cc(OC)c1OC (configuration not stated) | 1 | 1
Cc1cc2ccccc2c(=O)n1CC(=O)NCc1ccccn1 | -6 | 3
Cc1cc(C2CCCN2Cc2ccc(Br)cc2)on1 (configuration not stated) | -9 | -5
COc1cccc(/C=c2\sc3nc(-c4ccccc4)nn3c2=O)c1 | 1 | 0
O=c1oc2c(CN3CCOCC3)c(O)ccc2cc1-c1ccccn1 | -1 | -1
O=[N+]([O-])c1ccc(-n2cncn2)c(F)c1 | . | 1
CC(C)c1ccc(S(=O)(=O)N2CCC(c3nc4cccnc4n3C)C2)cc1 (configuration not stated) | 2 | 18
CC1CCCCN1C(=O)NC1CCCCC1 (configuration not stated) | -1 | -6
CC(CCc1ccccc1)NC(=O)c1cccs1 (configuration not stated) | -5 | -7
Cc1ccc(C(=O)Nc2ccc(N3CCCN(C(=O)c4ccccc4)CC3)nc2)cc1 | -15 | 16
N#CNC(=NS(=O)(=O)c1ccc(Cl)cc1)c1ccccc1 | -1 | 3
Cc1cc(C)c(S(=O)(=O)NCCCN2CCOCC2)cc1C | -12 | 2
COc1cc(-c2c(-c3ccc4c(c3)OCO4)noc2-c2ccsc2)cc(OC)c1OC | -5 | -3
CC(NC(=O)CCc1conc1-c1ccccc1)c1ccc(F)cc1 (configuration not stated) | -9 | -4
Cc1cc(NC(=O)C(=O)NCc2cccnc2)no1 | -4 | -12
COc1ccc(NS(=O)(=O)C=Cc2ccccc2)cc1N1CCCC1=O | 0 | 14
Cc1ccccc1-n1nc2c(c1NC(=O)c1ccc(Br)o1)CS(=O)C2 (configuration not stated) | 0 | 7
COc1ccc(C2/C=C\CN(C(=O)Nc3ccc(C(F)(F)F)cc3)CC(=O)N2Cc2ccc(F)cc2)cc1 (configuration not stated) | -5 | 59*
Cn1nc(-c2nc(-c3ccccc3F)no2)c2c1CCN(C(=O)C1CCCC1)C2 | -2 | 2
COc1ccc(Br)cc1CNC(=O)c1cnn2c3c(cnc12)CCCC3 | -2 | -6
Cn1c(/C=C/c2ccc(F)cc2)nc2ccc(I)cc2c1=O | -6 | -7
O=C(CSc1cn(Cc2ccccc2Cl)c2ccccc12)Nc1nccs1 | -3 | 5
CN(CC#N)C(=O)c1nn(C)c2c1COc1ccccc1-2 | -2 | -6
CC1CCN(C(=O)CN2C(=O)NC3(CCC(C(C)(C)C)CC3)C2=O)CC1 (configuration not stated) | 0 | 0
CCOc1ccc(OCC)c(C(=O)O)c1 | -2 | -6
O=C(Nc1cccc(Cl)c1)C1=NN(c2ccccc2)C(=O)CC1 | -5 | 10
CCn1nccc1C(=O)N1CCn2c(nnc2-c2ccccc2)C1 | 5 | -1
COc1ccc(C(=O)N2CCC(CCOc3ccccc3)CC2)cc1 | -4 | 5
O=C(Cc1c[nH]c2ncccc12)NCc1ccc(F)cc1 | -2 | -9
CCCc1[nH]n(-c2ccc(F)cc2)c(=O)c1C=NCCSc1ccc(C)cc1 | -4 | 13
Cc1ccc(NC(=O)c2ccc(Cl)c(N)c2)cc1 | -2 | 12
COCCn1cc2c3c(cccc31)CN(C(=O)Nc1ccc(F)c(Cl)c1)CC2 | -2 | -2
CC(C)CCNC(=O)c1cn(CC(C)C)c(=O)c2c1c1ccccc1n2C | -8 | -6
CCCOc1ccc(N2C(=O)CC(NCc3ccncc3)C2=O)cc1 (configuration not stated) | -4 | 0
CN(C)c1ccc(-c2noc(C(=O)NC3CCCC3)n2)cc1 | 0 | -8
CCN1c2ccc(C)cc2C(=O)NC12CCN(C(=O)c1ccc(Cl)cc1)CC2 | -4 | -6
CCCCCCCCCCCCCCOC(=O)C(C)O (configuration not stated) | -8 | .
O=C(Nc1cnccn1)c1ccc(Cl)cc1 | -16 | .
Nc1n[nH]c(CC(=O)N(c2ccccc2)C2(C(=O)Nc3ccccc3)CCCCC2)n1 | 0 | 10
Cc1c(C=O)c(C=O)c(C)n1Cc1ccc(C(=O)O)cc1 | 3 | 0
CCCS(=O)(=O)c1c(C)c(C)n(Cc2cccc(Cl)c2)c1N | -80 | .
COc1ccc(NC(=S)NN=Cc2cccnc2)cc1 | -7 | .
Cc1cc(C)cc(NC(=S)Nc2ccc(Oc3ccc(OC(F)(F)F)cc3)cc2)c1 | 0&-6 | .
C#CCCN([C@@H](CC(C)C)C(=O)OC)S(=O)(=O)c1ccc(F)cc1Br | -3 | -39
Clc1ccc2c(Nc3ccccc3Cl)ccnc2c1 | 0&1 | .
The list goes on.
SMILES | Pf apPOL block | mHTT CaM bind
O=C(O)C1C2C=CC(C2)C1C(=O)Nc1cccc2cccnc12 (configuration not stated) | -7 | -4
CCc1ccc(C(=O)NC(Cc2ccccc2)C(=O)O)cc1 (configuration not stated) | -4 | 3
CC1CCN(C2=NC(=O)/C(=C/c3cccs3)S2)CC1 | -2 | 4
O=C(NCCc1ccccc1)C1CC(=O)N(c2ccc(F)cc2)C1 (configuration not stated) | -2 | -2
CCc1cc(C2CCCN2C(=O)c2cccc(C(F)(F)F)c2)on1 (configuration not stated) | -1 | -9
O=C1CCCCC1C1(O)C(=O)Nc2ccc(Br)cc21 (configuration not stated) | . | 3
O=C(Nc1ccc(I)cc1F)NC1CCCCC1 | 0 | -5
COc1cccc(C=C2Oc3c(ccc4c3CN(Cc3ccccn3)CO4)C2=O)c1 | -33 | 99*
Cc1cc2nn(-c3ccccc3)nc2cc1NC(=O)COc1ccc(Cl)cc1 | 0 | -3
CCCNC(=O)c1ccn2c(-c3ccc(F)cc3)nnc2c1 | -4 | -3
CCn1c(=O)c(NCCCN2CCCc3ccccc32)nc2ccncc21 | 0 | 67*
O=C(Nc1ccc2oc(-c3ccccc3Br)nc2c1)c1ccccc1[N+](=O)[O-] | 2 | 9
CCOc1ccccc1NC(=O)N1CCC(N2CCN(Cc3ccc(C)cc3)C2=O)CC1 | 5 | 12
COc1ccc(C(=O)N2CCC3(CC2)NC(=O)c2cc(C)ccc2N3C)c(OC)c1 | -2 | 6
CCc1ccc(NC(=O)Cn2cc3c(n2)CCCC3)cc1 | -2 | -9
Cc1cc(C)c(C2C(C#N)=C(N)OC3=C2C(=O)CC(C)(C)C3)c(C)c1 (configuration not stated) | 0 | 12
CCOc1ccc(OCCNC(=O)c2ccco2)cc1 | -6 | -8
Cc1cccc(NC(=O)c2ccc(N3CCNC(c4ccccc4)C3)nc2)c1 (configuration not stated) | -1 | 16
CCCNC(=O)C1COC2(CCCCC2)N1C(=O)c1cccc(C(F)(F)F)c1 (configuration not stated) | 1 | -7
COc1ccccc1NC(=O)NCCn1nc(-c2sc(C)nc2C)ccc1=O | -3 | -9
Ic1cccc(-c2nc(-c3ccccc3)no2)c1 | 1 | -2
O=C(O)c1cc([N+](=O)[O-])ccc1NCCCc1ccccc1 | -1 | .
Cc1cc(C)cc(NC(=O)COc2cc(C)nc(N3CCCCC3)n2)c1 | 1 | -5
COc1ccc2c(c1)OC(=Cc1ccc(C)o1)C2=O | -2 | 2

Some of these compounds in order of length of the SMILES, largest number first.
SMILES | Pf apPOL block | mHTT CaM bind
Nc1n[nH]c(CC(=O)N(c2ccccc2)C2(C(=O)Nc3ccccc3)CCCCC2)n1 | 0 | 10
COc1ccc(C(=O)N2CCC3(CC2)NC(=O)c2cc(C)ccc2N3C)c(OC)c1 | -2 | 6
Cc1cc(C)cc(NC(=S)Nc2ccc(Oc3ccc(OC(F)(F)F)cc3)cc2)c1 | 0&-6 | .
CCOc1ccccc1NC(=O)N1CCC(N2CCN(Cc3ccc(C)cc3)C2=O)CC1 | 5 | 12
CC1CCN(C(=O)CN2C(=O)NC3(CCC(C(C)(C)C)CC3)C2=O)CC1 (configuration not stated) | 0 | 0
O=C(Nc1cccnc1)c1ccc2nc(N3C(=O)c4ccccc4C3=O)sc2c1 | -11 | 2
COc1ccc(C2=CC(c3cc(Cl)ccc3OC(F)F)n3nnnc3N2)cc1 (configuration not stated) | -3 | 7
CC(C)CCNC(=O)c1cn(CC(C)C)c(=O)c2c1c1ccccc1n2C | -8 | -6
COc1ccc(Br)cc1CNC(=O)c1cnn2c3c(cnc12)CCCC3 | -2 | -6
O=C(Nc1cccc(Cl)c1)C1=NN(c2ccccc2)C(=O)CC1 | -5 | 10
COc1ccc(OCc2nnc(NC(=O)Nc3ccccc3OC)s2)cc1 | -7 | 21
CCOc1cccc2cc(C(N)=O)c(=Nc3ccccc3F)oc12 | -7 | 2
CCCc1nc(C2CC(=O)N(c3ccc(OC)cc3)C2)no1 (configuration not stated) | 1 | 0
CC1CCN(C2=NC(=O)/C(=C/c3cccs3)S2)CC1 | -2 | 4
Cc1ccc(NC(=O)c2ccc(Cl)c(N)c2)cc1 | -2 | 12
Cc1cc(C2CCCN2Cc2ccc(Br)cc2)on1 (configuration not stated) | -9 | -5
CCOc1ccc(OCCNC(=O)c2ccco2)cc1 | -6 | -8
O=C(Nc1cnccn1)c1ccc(Cl)cc1 | -16 | .
CCCCCCCCCCCCCCOC(=O)C(C)O (configuration not stated) | -8 | .
CC1CCCCN1C(=O)NC1CCCCC1 (configuration not stated) | -1 | -6

Next section.
SMILES | Pf apPOL block | mHTT CaM bind
CN(N=C1CCCc2occ(C(=O)O)c21)c1ncc(Cl)cc1C(F)(F)F | 3 | .
Cc1ccccc1CC(=O)N1CCCN(c2cc(-c3ccccc3)[nH]n2)CC1 | -8 | 61*
O=c1[nH]c(Nc2nc3ccccc3s2)nc2ccccc12 | -14 | -18
O=[N+]([O-])c1ccccc1CN1CCN(C/C=C/c2ccccc2)CC1 | -2 | 29
O=C(CSc1nc2ccccc2o1)Nc1ccc(F)cc1 | 4 | -14
COCCCN=Cc1c(C)[nH]n(-c2ccc(Br)cc2Br)c1=O | -1 | -2
Nc1nc2n(n1)C(c1ccccc1)CC(c1ccc(F)cc1)N2 (configuration not stated) | 2 | -4
COc1ccc(C(=O)Nc2cc(Cl)ccc2Cl)cc1[N+](=O)[O-] | -3 | -5
O=C(Nc1nccs1)C1CC1(c1ccccc1)c1ccccc1 (configuration not stated) | -1 | 1
O=C1CSC(=O)N1C/C=C/CN1C(=O)CSC1=O | -5 | 0
COc1c(C)cnc(CN2CCCCC2c2nc(C3CC3)no2)c1C (configuration not stated) | -13 | 2
CC(=O)C1=C(O)C(=O)N(c2ccc(C(=O)O)cc2)C1c1ccc(F)cc1 (configuration not stated) | -5 | 5
Fc1ccc(CN2CCN(c3ncccn3)CC2)cc1 | -4 | -7
CCCCNC(=O)C1CC(=O)N(CCc2ccc(OC)c(OC)c2)C1 (configuration not stated) | 0 | 0
CCOc1ccccc1CN1CCc2nc(Nc3ccc(F)cc3)ncc2C1 | -2 | 0
CCN(CCNS(C)(=O)=O)c1ccc(N)c(C)c1 | -6 | 19
O=C(Nc1cccc(O)c1)c1ncn[nH]1 | -4 | 14
O=C(NCc1cc(F)cc2c1OCOC2)c1ccc(-c2ccccn2)s1 | 0 | .
COc1ccc(-c2coc3cc(OCc4ccc([N+](=O)[O-])cc4)ccc3c2=O)cc1OC | 2&0 | -5&4
O=C(NCc1ccc(Cl)cc1)c1cccnc1SCCN1CCCCC1 | -2 | 31
Cc1ccc(S(=O)(=O)c2nc(-c3ccccc3)oc2SCC(=O)NCC2CCCO2)cc1 (configuration not stated) | 4 | 3
Oc1ccc(Br)cc1/C=N/n1cnnc1 | . | i
O=C(c1ccc(Br)o1)N1CCc2ccccc2C1 | -1 | 0
Cc1cc(SCCOc2ccc(Br)cc2)nc(N)n1 | 4 | -4

2 of these compounds, reformatted:
Values run as follows: Pf apPOL block, mHTT CaM bind
- Cc1ccc(S(=O)(=O)c2nc(-c3ccccc3)oc2SCC(=O)NCC2CCCO2)cc1 (configuration not stated)
→ 4, 3
- Oc1ccc(Br)cc1/C=N/n1cnnc1
→ ., i

Single records (already shown). Order of screens: Pf apPOL block | mHTT CaM bind
Entry for `Cc1ccc(S(=O)(=O)c2nc(-c3ccccc3)oc2SCC(=O)NCC2CCCO2)cc1` (configuration not stated) = 4 | 3
Entry for `Oc1ccc(Br)cc1/C=N/n1cnnc1` = . | i

(continued)
SMILES | Pf apPOL block | mHTT CaM bind
CC(=O)N1CCN(c2nc3c(s2)CC(C(=O)Nc2cccc(C(C)(C)C)c2)CC3)CC1 (configuration not stated) | 2 | 54*
FC(F)(F)Oc1ccc(-n2cccc2C=NNc2ncc(C(F)(F)F)cc2Cl)cc1 | 1 | .
COc1ccc(C(=O)Nc2cccn3c(C4CCC4)nnc23)cc1F | -1 | 3
CC(C)(C)C(=O)N1CCN(c2cc(Oc3ccc(F)c(F)c3)ncn2)CC1 | -5 | -2

A portion of the library. The share of hits here may be higher or lower than overall.
